Screening results (PubChem)
TDP43 rescue = rescues yeast growth from TDP-43 toxicity | TDP-43 expressing yeast growth rescue, BacTiter-Glo, 24 h | Potency, µM (series often up to 46.1 µM), for the others: top-dose growth rescue (activation), most hits filed as activators | 1.8% of 410,000 active | AID 652104; note: % of control where 0% means no effect; nearly all actives have a fitted effect of over 50% in size
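Yeast expressing TDP-43 (pregrown in raffinose, seeded at OD600=0.02 in galactose medium) exposed to compounds 24 hr at 30 deg C. Growth read by BacTiter-Glo luminescence; rescue of toxicity appears as increased signal.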
EPAC1 ag = agonists of human EPAC1. Potency, µM (series often up to 154 µM), without a hit: top-dose activation, most hits filed as activators. 0.073% of 360,000 active. EPAC1 agonist qHTS, biochemical assay; response scale: 100% = response to 6.5 mM cAMP; note: nearly all actives have a fitted effect of over 60% in size
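Normalized to 6.5 mM cAMP, activity reflects EPAC1-catalysed release of BODIPY-GDP from Rap1B, followed kinetically over 30 min at 480 nm excitation, 540 nm emission. Reaction contained 100 nM EPAC1, 250 nM Rap1B-BODIPY-GDP, 50 uM GDP.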
PTHR1 agonist = agonists of human PTHR1 parathyroid hormone receptor; Q03431; HEK293 GP2 PTHR1 cells, GloSensor cAMP luminescence, 1 h; Potency, µM (top dose mostly 115 µM), without a hit: at the top dose activation, hits mostly activators; 0.075% of 410,000 active; note: nearly all actives have a fitted effect of over 55% in size; some results filed as inactive show a strong effect at the top dose; inactives centre near -15; many of its hits are not listed in these tables
Target sequence (Q03431 whole entry, looked up): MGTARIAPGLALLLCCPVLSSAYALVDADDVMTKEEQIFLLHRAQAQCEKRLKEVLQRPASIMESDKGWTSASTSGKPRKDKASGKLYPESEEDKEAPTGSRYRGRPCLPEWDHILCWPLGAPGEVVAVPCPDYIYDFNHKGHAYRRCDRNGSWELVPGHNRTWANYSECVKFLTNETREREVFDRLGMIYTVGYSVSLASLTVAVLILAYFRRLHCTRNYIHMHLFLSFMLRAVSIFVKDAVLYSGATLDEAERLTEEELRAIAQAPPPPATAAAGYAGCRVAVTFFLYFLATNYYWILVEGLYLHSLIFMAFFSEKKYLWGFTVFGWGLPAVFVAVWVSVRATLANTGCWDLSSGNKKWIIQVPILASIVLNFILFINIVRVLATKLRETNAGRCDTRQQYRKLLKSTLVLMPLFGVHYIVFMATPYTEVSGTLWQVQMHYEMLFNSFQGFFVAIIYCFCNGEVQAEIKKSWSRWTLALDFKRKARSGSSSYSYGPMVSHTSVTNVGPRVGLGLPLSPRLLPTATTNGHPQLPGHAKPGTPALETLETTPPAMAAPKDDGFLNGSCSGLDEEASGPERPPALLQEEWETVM
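HEK-293-derived GP2 cells expressing PTHR1 and a GloSensor cAMP reporter, 3,000/well, plated overnight, given luciferin plus IBMX (each 0.5 mM as added) for 1 h at 37 °C, then compound for 1 h at 37 °C. Luminescence was read after 15 min at room temperature.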
aSyn rescue = alpha-synuclein toxicity inhibition in yeast; Yeast expressing alpha-synuclein, growth rescue, BacTiter-Glo, 24 h; AID 652106; Potency, µM (top dose mostly 46.1 µM), without a hit: at the top dose growth rescue (activation), usual class: activators; 0.14% of 370,000 active; note: % of control where 0% means no effect; nearly all actives have a fitted effect of over 65% in size
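Rescue of yeast growth: cells expressing toxic alpha-synuclein, induced in galactose at OD600 0.02, incubated with compound 24 h at 30 C. ATP luminescence quantified growth; inhibitors of toxicity appear as activators.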
FUS yeast rescue = rescues growth of FUS-expressing yeast | 0.24% of 390,000 active | Potency, µM (top dose mostly 76.6 µM), for the others: top-dose growth rescue (activation), most hits filed as activators | S. cerevisiae FUS-expressing, growth rescue, OD600, 24 h;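 note: plate controls were DMSO vehicle for no effect and reference control for full effect; nearly all actives have a fitted effect of over 55% in size; some results filed as inactive show a strong effect at the top dose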
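Cultures pregrown in 2.5% raffinose medium are shifted to minimal medium containing 2% galactose to express toxic FUS. Compounds are tested at several concentrations. After 24hr at 30C, growth is quantified at 600 nm absorbance.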
EPAC2 antagonist = antagonists of human EPAC2; 0.18% of 360,000 active; EPAC2 GEF exchange of Rap1B-BODIPY-GDP, fluorescence; Potency, µM (series often up to 114 µM), for the others: at the top dose activity, negative = inhibition, usual class: inhibitors; note: % is set by controls: 0 for no effect and ±100 for the full control effect; nearly all actives have a fitted effect of over 45% in size; many of its hits are not listed in these tables
EPAC2 agonist = EPAC2 (human) agonism. Q8WZA2. EPAC2 activation, biochemical qHTS; response scale: 100% = 6.5 mM cAMP response. Potency, µM (series often up to 154 µM), inactives show at the highest dose activation, actives largely listed as activators. 0.079% of 360,000 active. AID 720711; note: nearly all actives have a fitted effect of over 50% in size
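Guanine nucleotide exchange by EPAC2 is measured as reduced fluorescence of BODIPY-GDP once it is released from 250 nM Rap1B. Plates are read kinetically for 30 min at room temperature; results are scaled to 6.5 mM cAMP.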
EPAC1 antagonist = blocks human EPAC1 exchange factor | Potency, µM (titrated, usually from 115 µM), inactives show at the top dose activity change, negative = inhibition, usual class: inhibitors | O95398 | 0.14% of 360,000 active | AID 720709 | EPAC1 GEF assay, Rap1b-BODIPY-GDP exchange fluorescence;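 note: plate controls were vehicle for no effect and positive control for full effect; nearly all actives have a fitted effect of over 50% in size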
* = called active by the depositor; i = inactive; ? = inconclusive; . = not tested or not shown; & = joins results of further samples; [ ] = dose if it differs, or a comment. Calls come from the whole dose curve; as a rule, active = well fitted curve in the direction sought with a large enough effect; inconclusive = small, poorly fitted or top-dose-only effect, or another doubt; inactive = no such curve, though single readings can be large; an effect the other way counts as inactive or inconclusive. Potency is the fitted concentration of half-maximal effect. Not all compounds are listed. The share of hits here may be higher or lower than overall.

SMILES	TDP43 rescue	EPAC1 ag	PTHR1 agonist	aSyn rescue	FUS yeast rescue	EPAC2 antagonist	EPAC2 agonist	EPAC1 antagonist
Cc1ccc(C)c(OCC(=O)OCC(=O)Nc2c(C)nn(-c3ccccc3)c2C)c1	-22%	-4%	-5%	-5%	26%	7%	18%	5%
O=C(O)CC1S/C(=N\N=C/c2ccccc2O)N(c2ccc(O)cc2)C1=O (centres undefined)	-10%	0%	0%	1%	11%	-11%	4%	-7%
COC(=O)C1CCN(C(=O)COC(=O)c2ccc(OC)c(S(=O)(=O)N3CCCc4ccccc43)c2)CC1	-15%	5%	-88%[inhibitor]	-6%	?	-4%	8%	-12%
CCn1c(COc2ccc(=O)n(-c3ccccc3)n2)nnc1SCc1ccccc1	8%	-5%	-23%	2%	13%	4%	0%	9%
COc1ccc(C(=O)NCC(=O)N=Nc2c(O)n(C)c3ccccc23)cc1OC	14%	-10%	i	7%	-2%	2%	-2%	-6%
COc1cccc2cc(C(=O)Nc3ccccc3C(=O)N3CCOCC3)oc12	8%	5%	-6%	0%	4%	0%	3%	-16%
O=C(COc1ccccc1F)NNC(=O)c1cc(Br)ccc1Cl	27%	-7%	-17%	-5%[1.84 µM]	33%	-5%	-6%	8%
CCOc1ccc(-n2c(SCC(=O)Nc3nccs3)nnc2-c2ccoc2C)cc1	6%	-3%	-12%	-1%	7%	-4%	-4%	-23%
Cc1cc(Nc2ccc3c(c2)OCCO3)c2cc(Cl)ccc2n1	?	8%	i	-5%	.	0%	-8%	-1%
COc1ccc(N=Cc2c(O)ccc3ccccc23)cc1	-31%[inhibitor]	?	i	-2%	-10%	?	-44%[inhibitor]	14%
COc1ccc(C(=O)COC(=O)CCN2C(=O)C3C4C=CC(C5CC45)C3C2=O)cc1 (centres undefined)	-12%	-1%	-26%	1%	.	-7%	13%	-17%
CCCCN(C(=O)c1ccc(N(C)S(=O)(=O)c2ccc(C)cc2)cc1)c1c(N)n(CCCC)c(=O)[nH]c1=O	-11%	-6%	i	3%	-3%	63%[activator]	-15%	-3%
Cn1c2ccccc2c(=O)c2ccc(C#Cc3ccccn3)cc21	-1%	-4%	-15%	1%	3%	9%	5%	?
C=CCOc1c(Br)cc(/C=N/NC(N)=O)cc1OC	?	2%	-3%	8%	.	2%	3%	-1%
COc1cc(NC(=O)C(Cc2ccccc2)n2cccc2)cc(OC)c1 (centres undefined)	20µM*	9%	i	5%	1%	-23%	6%	0%
O=C(c1cc2ccccc2o1)N1CCN(Cc2ccccc2)CC1	2%	2%	i	3%	18%	-8%	6%	-2%
COc1cccc(/C=N/NC(=O)C(c2ccncc2)N2CCOCC2)c1 (centres undefined)	-8%	-9%	i	2%	-3%	-2%	8%	-7%
O=Cc1ccccc1OCc1nnsc1Cl	-13%	-10%	-14%	-1%	12%	5%	2%	24%
COCCNc1ccc(S(=O)(=O)N2CCCC2)cn1	-8%[9.22 µM]	18%	i	-2%	17%	-3%	?	-10%
C(=N\Nc1nc(-c2ccccc2)cs1)/c1cccnc1	-5%	13%	-35%[inhibitor]	0%	?	-1%	16%	-1%
CC(C)CCn1nnnc1C(c1ccc(F)cc1)N1CCN(C(=O)c2ccco2)CC1 (centres undefined)	-3%	-8%	i	5%	35%	-1%	-3%	-9%
OCCC1CN(Cc2ccc(Oc3ncccn3)cc2)CCN1Cc1ccc(F)c(F)c1 (centres undefined)	13%	-3%	i	-1%	-30%	2%	7%	-7%
O=C(Cn1nnc(-c2ccccc2)n1)Nc1ccc2c(c1)OCO2	11%	5%	-1%	0%	.	-5%	10%	-12%
COc1ccccc1CNC(=O)CCN1C(=O)COc2ccccc21	-9%	0%	0%[57.5 µM]	2%	21%	5%	4%	11%
CCCCCCCCCn1c2c(c(=N)c3c1CCC3)CCC2	-9%	-4%	-34%	-44%[inhibitor]	25%	-4%	-1%	-26%
(further entries)
SMILES	TDP43 rescue	EPAC1 ag	PTHR1 agonist	aSyn rescue	FUS yeast rescue	EPAC2 antagonist	EPAC2 agonist	EPAC1 antagonist
CCOC(=O)C1CN(C(=O)OCC)CC1=NNC(N)=O (centres undefined)	1%	-20%	i	-1%	-30%	2%	1%	8%
CC1(C)Cc2ccccc2C(=NCC(=O)O)N1	10%	-2%	8%	-3%	4%	11%	4%	7%
CCN1C/C(=C/c2cccc([N+](=O)[O-])c2)C(=O)/C(=C/c2cccc([N+](=O)[O-])c2)C1	?	4%	-41%	2%	16%	-3%	-9%	1%
Cc1cc(-c2nc3ncccc3o2)ccc1NC(=O)CC(C)C	17%	-1%	-11%	-5%	3%	7%	2%	-14%
COc1ccc(CNC(=O)N2CCN(S(=O)(=O)c3ccccc3F)CC2)cc1	2%	7%	i	-3%	10%	1%	21%	10%
CC1CCN(S(=O)(=O)c2ccc(NC(=O)CN3CCN(c4ccccc4)CC3)cc2)CC1	2%	4%	-10%[57.5 µM]	5%	9%	6%	2%	3%
CCC(=O)c1ccc(OCC(O)CN2CCN(c3ccc(F)cc3)CC2)cc1 (centres undefined)	2%	-1%	-16%[57.5 µM]	7%	8%	4%	2%	2%
O=C(Nc1ccc(-c2nc3cccnc3s2)cc1)c1ccc(Cl)nc1	4%	1%	i	2%	13%	8%	-5%	4%
CNc1ccc(C(=O)OCC(=O)Nc2ccnn2C(C)C)cc1[N+](=O)[O-]	12%	12%	-11%	0%	2%	0%	5%	2%
COc1ccc(S(=O)(=O)N2CCCCC2)cc1NC(=O)CSc1nnc(C2CC2)n1C	3%	-7%	4%	-2%	31%	-1%	2%	-7%
O=C(Cn1nnc2ccccc21)C1CC1	9%	3%	30%[57.5 µM]	-13%	-9%	4%	-1%	11%
CCOC(=O)N1CCN(C(=O)C2CC(c3cc(OC)ccc3OC)=NO2)CC1 (centres undefined)	-20%	1%	-6%	14%	13%	5%	8%	-14%
CC1(C)CN=C(NC2CCCCC2)S1	-2%	8%	i	-5%	-10%	2%	0%	6%
COc1ccc([N+](=O)[O-])cc1N(CC1CO1)S(=O)(=O)c1ccc(C)cc1 (centres undefined)	-3%	1%	-4%	1%	21%	-5%	1%	3%
CCOCC(=O)Nc1nc(-c2ccccc2)c(CC)s1	24%	-1%	i	7%	16%	-2%	1%	-10%
O=C(CSc1nncn1-c1cccnc1)Nc1cccc([N+](=O)[O-])c1	5%	-3%	-16%	-2%	-19%	-6%	1%	-12%
COc1cc(NC(=O)c2ccc(-c3cn[nH]c3)c3ccoc23)cc(OC)c1OC	26%	-2%	i	0%	20%	12%	5%	10%
Cc1cc2c3c([nH]c2cc1S(=O)(=O)N1CCC2(CC1)OCCO2)CC(C)(C)CC3=O	1%	-6%	-52%[inhibitor]	0%	27%	-14%	-1%	-7%
COc1ccc(C)cc1NC(=O)CN(C)S(=O)(=O)c1ccc2c(c1)CCCN2C(C)=O	15%&-1%	-4%	-23%	2%	7%&15%	9%	4%	8%
CCCNC(=O)c1ccccc1NC(=O)Cc1ccc(OC)c(S(=O)(=O)N2CCOCC2)c1	20%	12%	-6%	-2%	9%	13%	3%	5%
Cc1ccccc1OC1(C)CCN(Cc2ccc(-c3ccccn3)cc2)C1 (centres undefined)	17%	-1%	-9%	0%	-13%	-8%	8%	-15%
O=C(O)c1cccc(NC(=S)NC(=O)c2cncc(Br)c2)c1	0%	-4%	i	-3%	7%	-4%	5%	-8%
O=C(O)CC/C(=N\Nc1ccccc1[N+](=O)[O-])c1cccs1	?	-1%	i	7%	33%	-8%	-3%	-7%
COc1ccc(NS(=O)(=O)c2cccc(NC(=O)CCC(=O)c3cccs3)c2)cc1	14%	2%	-15%	10%	7%	12%	2%	8%
CCOc1ccc(Sc2cc(C(=O)NCc3ccc(F)cc3)c3ccccc3n2)cc1	-1%	.	-20%	0%	3%	.	.	.

Profiles, looked up by structure. Screens in order: TDP43 rescue | EPAC1 ag | PTHR1 agonist | aSyn rescue | FUS yeast rescue | EPAC2 antagonist | EPAC2 agonist | EPAC1 antagonist
`C=CCOc1c(Br)cc(/C=N/NC(N)=O)cc1OC` in the list: ? | 2% | -3% | 8% | . | 2% | 3% | -1%
`O=C(O)CC/C(=N\Nc1ccccc1[N+](=O)[O-])c1cccs1` in the list: ? | -1% | i | 7% | 33% | -8% | -3% | -7%
`O=Cc1ccccc1OCc1nnsc1Cl` in the list: -13% | -10% | -14% | -1% | 12% | 5% | 2% | 24%

(cont.)
SMILES	TDP43 rescue	EPAC1 ag	PTHR1 agonist	aSyn rescue	FUS yeast rescue	EPAC2 antagonist	EPAC2 agonist	EPAC1 antagonist
CCn1c(C)cc(/C=C2/SC(=S)NC2=O)c1C	-3%	5%	i	1%	.	8%	10%	1%
NC(=O)OCC(COC(N)=O)c1ccccc1	0%&7%	0%&-10%	-1%	-10%&0%&7%	-38%&-25%	1%&20%	2%&3%	?
CN(C)/C=C/C(=O)c1ncc(C(F)(F)F)cc1Cl	0%	1%	9%	4%	10%	11%	0%	-19%
Cc1cc(Sc2nnc(/N=C/N(C)C)s2)c2ccccc2n1	9%	14%	-35%[inhibitor]	-15%	-3%	15%	8%	-7%
COc1cc(NC(=O)Cc2ccccc2)cc(OC)c1	15%	5%	i	-1%	31%	-5%	-2%	1%
CCCNc1ncc2c(=O)[nH][nH]c(=O)c2n1	-18%	3%	i	-8%	-3%	2%	9%	-5%
O=C1CC2(CCCC2)Oc2ccc(F)cc21	-15%	-22%	-5%	-3%	-9%	?	-2%	0%
CC(=O)c1c(N)[nH]c(-c2ccccc2)nc1=S	12%	2%	i	1%	2%	6%	3%	-6%
CCC(C)NC(=O)c1ccccc1-c1ccccc1C(=O)NC(C)CC (centres undefined)	4%	-8%	-6%	0%	?	4%	3%	2%
CCC(=O)Nc1cc(=O)[nH]c2nc(-c3ccc(Cl)cc3)nn12	6%	-5%	-9%	-5%	18%	2%	4%	11%
CC(C)(CS(=O)(=O)[O-])NC(=O)CC[N+](C)(C)CCO	4%	10%	i	2%	0%	-3%	-18%	?
COc1ccc(OC)c(NC(=O)CN2CCc3ccccc3C2)c1	5%	1%	-10%	-5%	-5%	-27%	7%	-12%
CNS(=O)(=O)c1ccc(NC(=O)C(CCSC)NC(N)=O)cc1 (centres undefined)	8%	6%	i	-2%	7%	-2%	5%	-3%

2 entries from above, with values under each structure:
Value order – TDP43 rescue	EPAC1 ag	PTHR1 agonist	aSyn rescue	FUS yeast rescue	EPAC2 antagonist	EPAC2 agonist	EPAC1 antagonist
> CCn1c(C)cc(/C=C2/SC(=S)NC2=O)c1C
    -3%	5%	i	1%	.	8%	10%	1%
> O=C1CC2(CCCC2)Oc2ccc(F)cc21
    -15%	-22%	-5%	-3%	-9%	?	-2%	0%
